Kir21 block = inhibitors of mouse Kir2.1 inward-rectifier potassium channel | 310,000 compounds, 0.85% hits | B-score at 10 µM | AID 1672 | HEK293-Kir2.1, FluxOR thallium flux fluorescence; hits give low values;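 active means fluorescence ratio B-score at or below minus 3 SD of library scores, with starting-brightness B-score within 2 SD, cut at about -4.2 in these data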;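 further: channel flux triggered by added potassium and thallium sulfate stimulus; B-score of peak minus minimum fluorescence over baseline after thallium stimulus; more negative B-score means stronger Kir2.1 block with less thallium influx; some compounds called inactive have numbers as strong as hits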
Target sequence (P35561 whole entry, looked up): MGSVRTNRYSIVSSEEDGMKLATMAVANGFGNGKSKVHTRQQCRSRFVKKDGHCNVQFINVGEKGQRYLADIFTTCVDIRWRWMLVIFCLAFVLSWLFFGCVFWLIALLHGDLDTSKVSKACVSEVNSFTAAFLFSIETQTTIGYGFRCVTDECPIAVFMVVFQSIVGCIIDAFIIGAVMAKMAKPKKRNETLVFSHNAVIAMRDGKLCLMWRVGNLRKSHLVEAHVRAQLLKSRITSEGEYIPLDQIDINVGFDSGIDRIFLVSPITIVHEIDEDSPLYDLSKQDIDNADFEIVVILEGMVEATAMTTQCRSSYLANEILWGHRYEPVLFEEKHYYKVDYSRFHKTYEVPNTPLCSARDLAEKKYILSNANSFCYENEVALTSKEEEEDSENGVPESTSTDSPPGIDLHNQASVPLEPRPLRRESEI
KCNQ2 block = KCNQ2 channel blockers in CHO-K1 cells – cell-based, FluxOR thallium flux, B-score, primary screen (AID 2156); O88943; 310,000 compounds, 1.1% hits; 20 min; hits give low values; B-score at 10 µM;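 active means fluorescence ratio B-score at most minus 3 library SDs, with starting brightness B-score within 2 library SDs, cut at about -5.5 in these data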
* marks the source's active call; other numbers are inactive results; i = inactive.

Each structure is followed by: Kir21 block | KCNQ2 block
CSCCNCc1c(C(=O)N2CCOCC2)nc2c(C)cccn12
 : 2.1 | i
CCOC(=O)c1c(S(=O)(=O)NC2CCN(C(=O)OCC)CC2)c(C)n(C)c1C
 : -0.08 | i
CC(C)(O)C#Cc1ccc(CN2CCN(Cc3ccsc3)C(CCO)C2)s1 (stereo not drawn)
 : 0.39 | i
CCn1cc(S(=O)(=O)NCc2ccc(OC)cc2)cn1
 : 0.49 | i
COc1cc2nc(C3CCC3)nc(N3CCN(c4ccccn4)CC3)c2cc1OC
 : -1.7 | i
O=S(=O)(/N=S1/CC=CCN1S(=O)(=O)c1ccccc1)c1ccccc1 (stereo not drawn)
 : 0.09 | i
OCCNc1nc(NCc2ccccc2)c2ccccc2n1
 : -0.57 | i
CCn1c(SCC(=O)Nc2cc(OC)c(OC)c(OC)c2)nnc1-c1cccs1
 : 0.08 | i
O=C(CN1CCN(c2ccccc2F)CC1)NC(=O)NCc1ccccc1
 : 0.39 | i
CCOC(=O)c1c(N)n(C2CC(C)(C)NC(C)(C)C2)c2nc3ccccc3nc12
 : 1.3 | i
Cc1cccnc1NC1(C(F)(F)F)N=C2SCCN2C1=O (stereo not drawn)
 : -0.39 | i
COc1ccc(CNC(=O)C(C)Sc2ccc(C)cc2)cc1 (stereo not drawn)
 : -2.1 | i
Oc1ccc(C2=Nn3c(nnc3-c3ccco3)SC2)cc1O
 : 0.63 | i
Cc1ccc2oc(=S)n(C)c2c1
 : 1.3 | i
COC(=O)c1sc2ccccc2c1-n1cccc1C(=O)C(=O)Nc1ccc(OC)cc1
 : -0.95 | i
COc1cccc(C(C(=O)NC(C)(C)C)N(Cc2ccc(F)cc2)C(=O)CCC(=O)Nc2cc(C)on2)c1OC (stereo not drawn)
 : 0.6 | i
COc1cc(/C=C2\SC(=O)NC2=O)ccc1Oc1cnccn1
 : 0.46 | i
C/C(=N\NC(=O)c1ccccc1Br)c1ccc(N2CCOCC2)cc1
 : 1.2 | i
O=C(NC1CC2CCCC(C1)N2C(=O)Nc1ccccc1F)C1CC1 (stereo not drawn)
 : 0.38 | i
COc1cc(/C=C2/SC(=S)N(C)C2=O)ccc1OC(=O)c1ccco1
 : -0.5 | i
COC(=O)/C(=C\c1c[nH]c2ccccc12)NC(C)=O
 : 0.99 | i
COc1cccc(NC(=O)CN(C)S(=O)(=O)c2ccc3c(c2)NC(=O)CS3)c1
 : -0.8 | i
Oc1csc(Cc2nc(-c3ccc(-c4ccccc4)cc3)cs2)n1
 : -0.09 | i
CCOC(=O)c1ccc(CNS(=O)(=O)c2c(C)ccc3nsnc23)o1
 : -0.09 | i
CC(C)[C@H](N)c1nnc(SCc2ccc(Cl)cc2)o1
 : 1.5 | i
Cc1ccc(NC(=O)C2CCN(c3cnccn3)CC2)cc1
 : 0.74 | i
CCN1C(=O)CS/C1=N\S(=O)(=O)c1ccccc1
 : -0.49 | i
N=c1n(CCN2CCCCC2)c2ccccc2n1CC(O)c1ccc(Cl)c(Cl)c1 (stereo not drawn)
 : -8.6* | i
COc1ccc(C(CCNCc2ccc(OC(C)C)cc2)c2ccccc2OC)cc1 (stereo not drawn)
 : -9.9* | -6.5*
CN(C)C(CNC(=O)CNC(=O)c1ccc(Br)cc1)c1ccccc1 (stereo not drawn)
 : -1 | i

Looked up above.
Kir21 block result of Oc1csc(Cc2nc(-c3ccc(-c4ccccc4)cc3)cs2)n1 = -0.09
Kir21 block result of COc1cccc(C(C(=O)NC(C)(C)C)N(Cc2ccc(F)cc2)C(=O)CCC(=O)Nc2cc(C)on2)c1OC (stereo not drawn) = 0.6

More structures:
Each structure is followed by: Kir21 block | KCNQ2 block
CC(=O)OC(COc1ccccc1)Cn1cnc2ccccc21 (stereo not drawn)
 : -0.03 | i
Cc1ccc2c(c1)N(CC(=O)OC(CC(C)C)C(=O)NC1CCCC1)C(=O)CO2 (stereo not drawn)
 : 0.01 | i
COc1ccc(OC)c(S(=O)(=O)NCc2cccnc2)c1
 : -1.6 | i
O=C(c1cccc(F)c1)N1CCN(c2cccc(Cl)c2)CC1
 : 3 | i
O=C(O)CC1S/C(=N/N=C/c2ccc(Br)cc2)N(c2ccccc2)C1=O (stereo not drawn)
 : 0.44 | i
O=C(CCCc1ccccc1)Nc1cccc(C(=O)O)c1
 : -0.75 | i
O=C(NCc1nnc(SCc2ccc(C(F)(F)F)cc2)n1-c1ccccc1)C12CC3CC(CC(C3)C1)C2
 : -0.56 | i
CCNc1nc2cccnc2s1
 : 0.35 | i
CCOC(=O)CN(C(=O)c1snc(C(N)=O)c1N)C(C(=O)NC1CCCCC1)c1ccc(F)cc1 (stereo not drawn)
 : -0.31 | i
O=C(Nc1ccccc1)C1CCCN1S(=O)(=O)c1cccs1 (stereo not drawn)
 : -2.8 | i
C/C(=N\OCC(=O)Nc1ccc(F)c(F)c1F)c1cc2ccccc2o1
 : 0.14 | i
CCOC(=O)c1ccc(Oc2nc(NC)nc(Nc3ccccc3)n2)cc1
 : -0.68 | i
COc1cc(S(=O)(=O)NC2CCCCC2C)ccc1-n1cnnn1 (stereo not drawn)
 : 2.2 | i
O=C(COC(=O)c1cc(-c2cccs2)nn1-c1ccccc1)Nc1cccc([N+](=O)[O-])c1
 : -0.61 | i
Cc1ccc(C(=O)c2cn[nH]c2-c2ccccc2O)cc1
 : 1.9 | i
O=C(NC1CCSc2ccccc21)c1ccc(Cl)c(S(=O)(=O)N2CCOCC2)c1 (stereo not drawn)
 : 0.55 | i
CC(Oc1ccccc1)C(=O)N=C1SC2CS(=O)(=O)CC2N1c1ccc(F)cc1 (stereo not drawn)
 : 1.1 | i
CC(C)NC(=O)NNC(=O)c1cc(COc2cc(Cl)cc(Cl)c2)on1
 : 0.54 | i
Cc1c(C(N)=O)sc2ncn(CC(=O)NCCc3ccccc3)c(=O)c12
 : 0.16 | i
Cc1ccc2[nH]c(C(=O)N/N=C/c3ccccc3O)c(C)c2c1
 : -2.8 | i
COCCNC(=S)N1CCC(C(=O)c2ccc3c(c2)OCCO3)CC1
 : 0.78 | i
Cc1ccc(-n2c(SC3CCOC3=O)nc3ccccc3c2=O)cc1 (stereo not drawn)
 : -2.5 | i
Cn1nnnc1SCC(=O)Nc1cc(C(C)(C)C)nn1-c1ccccc1
 : 0.81 | i
CN(Cc1ccc(F)cc1)C(=O)c1cc(COc2ccc(F)cc2F)on1
 : 0.33 | i
COc1cc2c(cc1OC)C(C)N(C(=S)Nc1ccccc1)CC2 (stereo not drawn)
 : -0.46 | i
Cc1cccn2c(=O)c3cc(C(=O)N4CCOCC4)n(C)c3nc12
 : 1.6 | i
CN(c1ccccc1)c1nc(N)c([N+](=O)[O-])c(Nc2cccc(F)c2)n1
 : 0.21 | i
O=Cc1[nH]c2ccccc2c1N(C(=O)CCl)c1ccccc1
 : -2.2 | i
CCOC(=O)c1cnc2nc(NCc3ccc(OC)c(OC)c3)[nH]n2c1=O
 : -0.79 | i
CN(C)C(=O)c1ccc(=O)n(Cc2ccc(Cl)cc2Cl)c1
 : 1.2 | i
CCCCN(CCCC)CC(O)COc1ccccc1Br (stereo not drawn)
 : -0.01 | i
CN(C)c1ccc(NS(=O)(=O)c2ccc(-c3csnn3)cc2)cc1
 : -1.4 | i
COc1ccc(OC)c(/C=C/C(=O)c2ccc3c(c2)OCCO3)c1
 : -0.1 | i
CCCCOc1ccc(C(=O)N2CCN(c3ccc(N4CCOCC4)nn3)CC2)cc1
 : -0.46 | i
Cc1cc(C(=O)Nc2ccccc2Cl)n(-c2ccccc2)n1
 : -0.64 | i
O=c1cc(-c2cccc3ccccc23)[nH][nH]1
 : -0.02 | i
COc1ccc(C2C(C(N)=O)=C(C)Nc3nc(CCCO)nn32)cc1OC (stereo not drawn)
 : -1.9 | i
COc1ccccc1OCC(=O)Nc1cc(Cl)ccc1Oc1ccccc1
 : -1.2 | -10*
O=C(c1cccc(F)c1)N1CCCN(C(=O)c2cccc(F)c2)CC1
 : 0.74 | i
COc1ccc(C(=O)Nc2ccc(C3CC3(Cl)Cl)cc2)cc1 (stereo not drawn)
 : -0.28 | i
CCC1(c2ccccc2)NC(=O)N(CC(=O)N(C)Cc2c(F)cccc2Cl)C1=O (stereo not drawn)
 : 0.86 | i
C[C@@H](C(=O)Nc1ccc2ccccc2c1)[C@@H]1C[C@@]1(C)[C@@H](NC(=O)c1cccnc1)c1ccccc1
 : -0.13 | i
COc1ccc(OC)c2sc(NC(=O)c3ccc(Br)s3)nc12
 : 1 | i
O=C1C(c2ccnc3ccccc23)=C(O)c2ccccc21
 : 0.01 | i
CC1(C)CC(=O)C2=C(C1)OC1=C(C(=O)CC(C)(C)C1)C2c1cc([N+](=O)[O-])cc([N+](=O)[O-])c1O
 : -0.07 | i
Cc1ccc(OCC(=O)Nc2ccccc2-c2ccccc2NC(=O)COc2ccc(C)cc2)cc1
 : 0.14 | i
CC(C)c1nnc(NC(=O)CCC(=O)NCc2cccs2)s1
 : 0.05 | i
COc1ccc(OCC(=O)NCc2n[nH]c(=O)c3ccccc23)cc1
 : -0.49 | i
CCO[C@H]1OC(C(=O)N2CCN(Cc3ccc4c(c3)OCO4)CC2)=C[C@@H](c2ccc(C(F)(F)F)cc2)[C@@H]1CCCO
 : -0.88 | i
O=C1NCCN1CCN1C(=O)c2ccccc2NC1c1ccccc1 (stereo not drawn)
 : -1.6 | i
CC(O)[C@H]1CNC(=S)N1CCc1cccc(F)c1 (stereo partly drawn)
 : 0.14 | i
c1ccc(CCN2CN(CCCN3CCOCC3)c3nc4ccccc4n3C2)cc1
 : -2.3 | i
CSc1nc(-c2ccco2)nn1C(=O)c1ccccc1
 : 0.57 | i
CSc1ccccc1NC(=O)CN(C)C(=O)c1ccc2c(c1)OCCO2
 : 1.2 | i
COc1cc(Nc2nc3ccc(Cl)cc3n3cnnc23)cc(OC)c1OC
 : -0.95 | i
O=C(CNc1cccc(C(F)(F)F)c1)N/N=C/C1CCCCC1
 : 0.17 | i
COc1cc(CNc2ccc3[nH]c(=O)[nH]c3c2)ccc1OCc1ccc(F)cc1Cl
 : -0.61 | i
O=C(NC(NCc1cccnc1)C(Cl)(Cl)Cl)c1cccc2ccccc12 (stereo not drawn)
 : -2.4 | -6.3*
O=C1CC[C@@H](CN(Cc2ccccn2)Cc2nc(-c3ccc(C(F)(F)F)cc3)no2)N1
 : 0.07 | i
CNC(=O)CSc1nccn1Cc1ccc(Cl)cc1
 : 1.1 | i

Continued:
Each structure is followed by: Kir21 block | KCNQ2 block
COC(=O)CCC(=O)N1CCCC(C(=O)c2ccc(Cl)cc2C)C1 (stereo not drawn)
 : 0.28 | i
CCNC(=O)CC1C(=O)N(c2ccc(C)cc2)C(=O)N1CCOC (stereo not drawn)
 : 0.21 | i
COc1cc2c(cc1O)CC[n+]1cc3c(OC)c(OC)ccc3cc1-2
 : -0.08 | i
Cc1oc(-c2ccccc2F)nc1CS(=O)(=O)CC(=O)NCCCN1CCc2ccccc2C1
 : -1.7 | i
Cc1ccc(S(=O)(=O)/N=c2\ccc(Cl)cn2C(F)F)cc1
 : -0.89 | i
O=C(CSc1cccc[n+]1[O-])c1cc2ccccc2o1
 : -0.76 | i
O=C(CN1C(=O)NC2(CCCc3ccccc32)C1=O)NCc1ccco1 (stereo not drawn)
 : -0.52 | i
O=C(CCSCCC(=O)NCc1cccs1)NCc1cccs1
 : -0.61 | i
CN(Cc1nc(-c2cnccn2)no1)Cc1cccc2ccccc12
 : -1.5 | i
CCOC(=O)c1sc(NC(=O)c2cccc(S(=O)(=O)N3c4ccccc4CC3C)c2)cc1C (stereo not drawn)
 : 0.13 | i
O=C1c2ccccc2C(=O)N1CCc1ccccc1
 : 0.46 | i
Cc1ccccc1C(=O)c1cccn1CC(=O)NCCCN1CCCCC1
 : 0.2 | i
O=C(CSc1nnnn1-c1ccc2c(c1)OCCO2)c1cccc2c1OCCO2
 : -0.11 | i
CC1CC(C)CN(C(=O)CNC(=O)Cn2ccc3ccccc3c2=O)C1 (stereo not drawn)
 : -0.65 | i
CCCCc1c(C)[nH]c2nc3ccccc3n2c1=O
 : -1.3 | i
COC(=O)c1c(-c2ccccc2)csc1N
 : -0.5 | i
COc1ccc(N2CC(O)=C(c3nc(-c4ccc(Br)cc4)cs3)C2=N)cc1
 : 1.2 | i
O=C(CCC(=O)N(CC(=O)NC1CCCCC1)Cc1ccco1)Nc1nccs1
 : -0.08 | i
O=C(NCc1ccccn1)c1ccc(NS(=O)(=O)c2cccc(Cl)c2)cc1
 : 0.52 | i
O=c1c(-c2ccnn2-c2ccccc2F)cnc2n1CCS2
 : 0.22 | i
COc1ccc(CCNC(=O)C2=CCN(S(=O)(=O)c3ccc(F)cc3)CC2)cc1OC
 : -0.06 | i
CCOC(=O)C1CCN(S(=O)(=O)c2ccc(OCC(=O)OC)cc2)CC1
 : 1.7 | i
O=C(CSc1nc(O)c(Cc2ccccc2)c(=O)[nH]1)Nc1nc2c(s1)CCCC2
 : 1.1 | i
Cn1cc(S(=O)(=O)CC(=O)Nc2ccc(Br)cc2)c2ccccc21
 : 1.8 | i
COc1ccc(-n2nc(C(=O)O)nc2-c2ccccc2)cc1
 : 0.02 | i
CCc1c(C)c2c(C)nn(-c3ccccc3)c2[nH]c1=O
 : -1.1 | i
Cc1cc(NC(=O)COn2nnc3ccc(Cl)cc32)no1
 : -1.1 | i
Cn1c(SCC(=O)N2CCCc3ccccc32)nnc1-c1ccco1
 : -0.05 | i
O=S(=O)(c1ccc(Cl)c(NC(=S)Nc2cccc(O)c2)c1)N1CCOCC1
 : -0.9 | i
O=C(NCc1cccnc1)c1c(F)c(F)c(F)c(F)c1F
 : 0.01 | i
COc1ccccc1N1CCN(C(=O)c2cc(C)on2)CC1
 : 1.2 | i

Source: PubChem (Johns Hopkins Ion Channel Center)
